Vif-APOBEC3F blk: qHTS for Inhibitors of Vif-A3F Interactions: qHTS; Potency, µM (top dose mostly 46.1 µM), inactives show at the top dose activity, negative = active; HeLa A3F-eYFP + Vif (tagged APOBEC3F with the HIV-1 protein that degrades it), YFP fluorescence increase; AID 602313, 2012; 390,000 tested, 0.2% active; further: potency means the concentration at half of the fitted maximal effect; % of control where 0% means no effect; nearly all actives have a fitted effect of over 65% in size
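HeLa cells stably expressing A3F-eYFP plus Vif, plated and incubated overnight at 37 deg C, then exposed to compounds overnight at 37 deg C. Blocked degradation read as raised yellow fluorescence (Ex 488/Em 500-530).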
Glioma ERSR ind: qHTS for Inducers of the Endoplasmic Reticulum Stress Response (ERSR) in Human Glioma: qHTS | 420,000 tested, 0.02% active | Potency, µM, for the others: top-dose activation, usual class: activators | U87-MG GRP78 promoter luciferase reporter, 16 h; further: potency means the concentration at half of the fitted maximal effect; series mostly up to about 76 µM; % of control where 0% means no effect; nearly all actives have a fitted effect of over 35% in size
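Stably transfected U87-MG human glioma cells carrying a GRP78-based luminescent sensor were seeded at 1000 cells/well, pin-dosed with compounds and incubated 16 h. Luciferase reagent was then added, and end-point luminescence was read after 10 min at room temperature.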
D1 ag: Allosteric Agonists of the Human D1 Dopamine Receptor: qHTS; D(1A) dopamine receptor (Homo sapiens), P21728; HEK293 T-REx D1 cells, calcium flux, agonist mode; activation, % at 2 µM; 360,000 tested, 1% active; in the data active means activation above about 30%; further: 0% is about no effect
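Inducible HEK293 T-REx D1 cells, force-coupled to calcium signalling, were plated at 4000 cells/well with tetracycline and held overnight at 30 C. After no-wash calcium dye loading, compound-evoked calcium rise over 180 s flagged agonists.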
D2 potentiator: HTS Assay for Positive Allosteric Modulators of the Human D2 Dopamine Receptor: Primary Screen for Potentiators. D(2) dopamine receptor (Homo sapiens), P14416. HEK293 T-REx D2, calcium flux, EC20 dopamine potentiation. 340,000 tested, 0.34% active. potentiation, % at 10 µM;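 active means potentiation over 3 SD above the plate norm, cut at about 30% in these data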; further: 0% is about no effect
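Tetracycline-induced HEK293 T-REx cells force-coupled to calcium signalling expressed D2; compounds were pin-added after a 10 s baseline, read kinetically 180 s, then an EC20 dopamine challenge followed with a further 180 s calcium read.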
Vif-APOBEC3G blk: qHTS for Inhibitors of Vif-A3G Interactions: qHTS; AID 602310, 2012; 410,000 tested, 0.076% active; HeLa A3G-eYFP + Vif (tagged APOBEC3G with the HIV-1 protein that degrades it), YFP fluorescence, overnight; Potency, µM (doses to about 46.1 µM), for the others: at the top dose activity, negative = active, hits mostly inhibitors; DNA dC->dU-editing enzyme APOBEC-3G (Homo sapiens), Q9HC16;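 further: potency means the concentration at half of the fitted maximal effect; on the % scale 0 is the no-effect control and ±100 the full control effect; nearly all actives have a fitted effect of over 60% in size; hits raise eYFP signal because A3G escapes Vif-driven loss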
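HeLa cells stably expressing Vif and C-terminally eYFP-tagged A3G, seeded overnight at 37 deg C, then exposed to compound by pintool overnight at 37 deg C. Rise in yellow fluorescence (Ex 488/Em 500-530, Acumen) marks blocked Vif-driven A3G degradation.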
RXFP1 antagonist: qHTS Assay for Antagonists of the Relaxin Receptor RXFP1; Relaxin receptor 1 (Homo sapiens), Q9HBX9; HEK293-RXFP1, relaxin-stimulated cAMP HTRF, 30 min; active compounds read low; activity change, negative = inhibition, % at 57.5 µM; 350,000 tested, 0.59% active; AID 1259400, 2018;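 active means activity change of -60% or lower, but not beyond a set lower limit; inconclusive means change between -60% and -40%, or beyond the set limit; inactive means change above -40%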; further: on the % scale 0 is the no-effect control and ±100 the full control effect
Target sequence (Q9HBX9 whole entry, looked up): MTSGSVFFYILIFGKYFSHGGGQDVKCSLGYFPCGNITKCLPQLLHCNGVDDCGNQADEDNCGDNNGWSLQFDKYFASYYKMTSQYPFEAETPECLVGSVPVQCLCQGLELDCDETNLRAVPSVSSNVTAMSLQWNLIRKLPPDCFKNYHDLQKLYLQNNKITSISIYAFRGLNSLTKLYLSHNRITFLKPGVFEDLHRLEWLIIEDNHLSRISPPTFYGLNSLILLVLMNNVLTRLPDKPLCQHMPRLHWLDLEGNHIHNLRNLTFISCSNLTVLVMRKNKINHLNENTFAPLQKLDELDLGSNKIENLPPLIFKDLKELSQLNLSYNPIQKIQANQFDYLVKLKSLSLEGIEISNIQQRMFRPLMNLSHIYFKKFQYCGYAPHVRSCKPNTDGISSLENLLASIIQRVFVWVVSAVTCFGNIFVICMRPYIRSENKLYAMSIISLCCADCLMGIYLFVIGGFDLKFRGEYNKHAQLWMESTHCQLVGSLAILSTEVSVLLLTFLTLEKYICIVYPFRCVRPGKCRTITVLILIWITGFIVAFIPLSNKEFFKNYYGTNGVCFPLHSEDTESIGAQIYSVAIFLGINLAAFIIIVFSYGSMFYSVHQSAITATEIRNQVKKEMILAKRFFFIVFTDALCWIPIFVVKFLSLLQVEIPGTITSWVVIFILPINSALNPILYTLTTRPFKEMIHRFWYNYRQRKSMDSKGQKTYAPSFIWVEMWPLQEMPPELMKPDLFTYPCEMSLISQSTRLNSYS
D1 antagonist: Antagonist of Human D 1 Dopamine Receptor: qHTS; D(1A) dopamine receptor (Homo sapiens), P21728; HEK293 TREx D1 cells, calcium flux, dopamine EC80; active compounds read low; activity change, negative = inhibition, % at 10 µM; 360,000 tested, 3.2% active; in the data active means activity change below about -30%; further: on the % scale 0 is the no-effect control and ±100 the full control effect
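Inducible Hek293 Trex D1 cells (tetracycline, overnight, 30 C). Calcium dye 30–90 min RT. Antagonist mode: EC80 dopamine added after 180 s compound read.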
RXFP1 agonist: qHTS Assay for Agonists of the Relaxin Receptor RXFP1. Potency, µM (doses to about 57.5 µM), for the others: at the top dose activation, actives largely listed as activators. HEK293T-RXFP1 cAMP TR-FRET, 30 min; response scale: percent of porcine relaxin response, buffer zero. AID 2676, 2010. Relaxin receptor 1 (Homo sapiens), Q9HBX9. 370,000 tested, 0.3% active; further: potency means the concentration at half of the fitted maximal effect; on the % scale 0 is the no-effect control and ±100 the full control effect; nearly all actives have a fitted effect of over 60% in size; many of its hits are not listed in these tables
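HEK293T cells stably expressing RXFP1 were pretreated with the PDE4 inhibitor Ro 20174, exposed to compounds for 30 min at 37C, lysed, and cAMP was read by TR-FRET. Data normalized to buffer (basal) and 29 nM porcine relaxin (100%).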
D1 PAM: Potentiators of Human D1 Dopamine Receptor: qHTS | HEK293 TREx D1 cells, calcium flux, dopamine EC20 potentiation | D(1A) dopamine receptor (Homo sapiens), P21728 | potentiation, % at 10 µM | 360,000 tested, 0.036% active; in the data active means potentiation above about 30%; further: 0% is about no effect
The depositor's hits bear a star; ? = inconclusive; . = no result given. Unless noted, the call rests on the fitted dose curve; in most records, active means well fitted curve in the direction sought with a large enough effect; inconclusive means small, poorly fitted or top-dose-only effect, or another doubt; inactive means no such curve, though single readings can be large; an effect the other way counts as inactive or inconclusive.

Every second line gives: Vif-APOBEC3F blk	Glioma ERSR ind	D1 ag	D2 potentiator	Vif-APOBEC3G blk	RXFP1 antagonist	D1 antagonist	RXFP1 agonist	D1 PAM
CCN(CC)CCCN1C(=O)c2oc3ccccc3c(=O)c2C1c1cc(OC)ccc1OC (configuration not stated)
→ -6%	-2%	1	6	1%	-9	12	-1.3%	6
COC(=O)CC1C(=O)NCCN1C(=S)Nc1cccc(C)c1 (configuration not stated)
→ -1%	0%	3	-11	0%	.	25	-0.1%	-4
COc1ccccc1N(Cc1ccccc1)S(=O)(=O)c1cccc(C(=O)Nc2ccccn2)c1
→ 2%	-3%	7	-5	2%	7	-17	0.1%	-4
CN1C(=O)C(O)(CC(=O)c2ccccn2)c2cc(Br)ccc21 (configuration not stated)
→ ?	-3%	1	0	?	12	8	3.4%	-1
CCOC(=O)c1c(C)[nH]c(C)c1S(=O)(=O)NCCCc1ccco1
→ 7%	-2%	1	-14	1%	-3	3	3.3%	9
Cc1ccc(NC(=O)CSCC(=O)N(C)CC(=O)Nc2c(C)cccc2C)cc1
→ -7%	-1%	.	.	-5%	15	.	.	.
CC1CCCCN1CCCNC(=O)c1nn(C)c2c1CS(=O)(=O)c1ccccc1-2 (configuration not stated)
→ -1%	-5%	1	8	0%	-3	-2	0.4%	3
Cc1ccc(NC(=O)CN2C(=O)c3cccnc3Sc3ccccc32)c(Br)c1
→ .	.	10	2	.	-1	-10	-1.9%	-4
CC(C)C1C(=O)N(Cc2cn(CCC3OCCCO3)nn2)CCS(=O)(=O)N1Cc1ccc(-c2cccc(CO)c2)cc1 (configuration not stated)
→ 2%	-6%	.	.	?	7	.	.	.
Cn1nc(C(F)(F)F)c(C#N)c1N1CCN(c2ccc(F)cc2)CC1
→ -1%	-5%	2	3	0%	-21	2	-2.1%	-4
COc1ccc(CCNC(=O)CSc2nc(C)nc3c2oc2ccccc23)cc1OC
→ 10%	-1%	2	0	-2%	-5	-14	23%	4
O=[N+]([O-])c1cccc(/C=N/Nc2nnc(-c3ccccc3)c(-c3ccccc3)n2)c1
→ -4%	-2%	2	-5	4%	.	-5	0.9%	3
CC(=O)c1c(C)n(-c2ccc(C)cc2)c2ccc(O)cc12
→ -2%	-7%	0	8	3%	-14	-51*	0.0%	-6
CSc1ncc(CN2CCCCC2C(=O)Nc2ccc(Oc3ccccc3)nc2)cn1 (configuration not stated)
→ 5%	-1%	0	1	-2%	-4	-31*	0.6%	-6
O=S(=O)(Nc1ccc(F)cc1Cl)c1ccc(-c2cnc(C3CC3)o2)cc1
→ -11%	-7%	9	.	?	10	-9	0.6%	5
CO/N=C/C1CCN(c2ncc(C(F)(F)F)cc2Cl)C1=O (configuration not stated)
→ 1%	-7%	4	0	-1%	-10	-21	-0.7%	-7
Cc1cccc(C)c1NC(=O)CNC(=O)CCC(=O)c1cccs1
→ 3%	-6%	2	.	-6%	12	7	2.4%	5
N#C/C(=C\c1ccc(F)cc1)C(=O)NC1CCS(=O)(=O)C1 (configuration not stated)
→ 14%	-3%	1	-2	-5%	-19	6	0.4%	-6
COc1ccc(-n2c(=O)c3sc4ccccc4c3n(CC(=O)Nc3ccccc3F)c2=O)cc1
→ -4%	-3%	4	-1	3%	.	-3	3.4%	-2
O=C(O)CSc1cccc[n+]1[O-]
→ -8%	-4%	2	-5	2%	-11	-15	1.1%	-8
COc1ccc(CCNc2nc(C)cc(C)c2C#N)cc1OC
→ -5%	-1%	2	-1	0%	-2	0	-1.9%	1
Cc1ccc(CNC(=O)c2ccc3oc(=O)n(Cc4ccccc4)c3c2)cc1
→ 1%	0%	0	-4	3%	.	-1	1.4%	0
C/C(=N/O)c1ccccn1
→ 1%	-1%	1	1	1%	.	-1	-1.2%	-2
CCCOC1CCCN(C(=O)c2cc(COc3cncc(Cl)c3)on2)C1 (configuration not stated)
→ -4%	1%	10	-3	7%	0	12	-0.1%	-4
Cc1ccccc1NC(=O)COC(=O)c1ccc2nc(C)c(C)nc2c1
→ -1%	1%	2	0	-6%	-14	0	0.6%	-2
COc1ccc(N2C(=O)Cc3cc(OC)c(OC)cc3C2c2ccc(F)cc2)cc1 (configuration not stated)
→ 0%	-3%	3	-5	-23%	-1	6	-1.1%	-1
CC(=O)Nc1ccc(S(=O)(=O)Nc2ccc(Cc3ccncc3)cc2)cc1
→ 0%	-1%	1	17	1%	-7	-17	2.4%	4
Cc1cc(C)cc(OCc2nnc(SCC(=O)N3CCCCC3)o2)c1
→ 1%	-4%	-2	44*	-3%	-2	6	2.9%	2
COc1ccccc1C(=O)Nc1ccon1
→ -3%	-3%	0	6	2%	-1	-16	1.7%	-1
Cc1ccccc1N1CCN(S(=O)(=O)c2cccs2)CC1
→ 2%	7%	4	17	2%	0	-11	0.5%	6

Compounds listed so far that contain bromine (2):
Every second line gives: Vif-APOBEC3F blk	Glioma ERSR ind	D1 ag	D2 potentiator	Vif-APOBEC3G blk	RXFP1 antagonist	D1 antagonist	RXFP1 agonist	D1 PAM
CN1C(=O)C(O)(CC(=O)c2ccccn2)c2cc(Br)ccc21 (configuration not stated)
→ ?	-3%	1	0	?	12	8	3.4%	-1
Cc1ccc(NC(=O)CN2C(=O)c3cccnc3Sc3ccccc32)c(Br)c1
→ .	.	10	2	.	-1	-10	-1.9%	-4

Next structures
Every second line gives: Vif-APOBEC3F blk	Glioma ERSR ind	D1 ag	D2 potentiator	Vif-APOBEC3G blk	RXFP1 antagonist	D1 antagonist	RXFP1 agonist	D1 PAM
CCc1ccc2c(c1)C(C)=CC(C)(C)N2
→ -6%	-4%	4	9	-1%	1	-8	0.0%	4
COc1ccc(-n2c(CNC(=O)c3ccc(S(=O)(=O)N4CCCC4)cc3)n[nH]c2=S)cc1
→ 10%	0%	4	7	3%	1	8	1.1%	2
CCOCCCNC(=O)CCCC1=NS(=O)(=O)c2ccccc2N1
→ -8%	-4%	2	16	-2%	-7	-2	2.1%	-3
CC(C)OC(=O)CSc1nc(N)c(C#N)cc1C#N
→ 14%	-2%	1	-4	6%	16	20	2.5%	-3
CCOC(=O)c1c(-c2ccc(C)cc2)csc1NC(=O)c1nc(SCC)ncc1Cl
→ 3%	-3%	3	-5	0%	.	0	0.7%	2
Cc1ccc(-n2c(CNc3ccc(C)c(Cl)c3)n[nH]c2=S)cc1
→ 2%	0%	3	9	-4%	-6	14	0.9%	-1
COc1ccc(C(C)=O)cc1CSc1nncn1C
→ -14%	-4%	1	5	-7%	-14	-10	2.5%	-2
Cc1ccc2c(c1)-c1nc(-c3ccccc3)cc(-c3ccccc3)c1CO2
→ -2%	-2%	-1	22	-4%	.	-6	-1.2%	-1
COc1cccc(NC(=O)CN(C)CC(=O)Nc2ccc3c(c2)OCO3)c1
→ -4%	-3%	.	.	-3%	4	.	.	.
CC1CCCCC12NC(=O)N(CC(=O)Nc1ccc(Cl)c(S(=O)(=O)N3CCOCC3)c1)C2=O (configuration not stated)
→ -4%	2%	1	5	-3%	9	-15	-1.6%	3
COc1cc(NC(=O)COc2cc(O)c3c(c2)OC(C)(C)CC3=O)cc(OC)c1
→ 8%	-2%	4	8	-4%	.	-7	-1.5%	-1
CCCCn1c(=O)c(C(=O)N/N=C/c2ccc(F)cc2)c(O)c2ccccc21
→ .	.	2	3	.	.	8	-0.4%	2
CCSC1=NC(=O)/C(=C2/C=Cc3ccccc3N2CC)S1
→ 2%	2%	3	16	-5%	-7	22	-2.0%	8
C/C(=N\Nc1ccc([N+](=O)[O-])cc1)c1ccco1
→ -13%	?	33*	-7	-9%	-22	-3	2.7%	-7
Cc1nn(-c2ccc(Cl)cc2)c(Cl)c1/C=N/NC(=O)c1ccc(NS(=O)(=O)c2cccs2)cc1
→ 4%	-1%	.	.	-1%	?	.	.	.
CCOC(=O)c1cc(C(=O)Nc2sc3c(c2C#N)CCCC3)nn1C
→ -6%	-1%	1	-1	2%	3	36	4.8%	12
O=C(Nc1ccn(-c2ccccc2)n1)c1ccccc1Br
→ -1%	10%	0	-9	0%	0	3	-1.6%	-3
COc1ccc(-c2noc(CCC(=O)N3CCN(c4cc(C)ccc4C)CC3)n2)cc1
→ 9%	-2%	2	0	4%	-29	-12	2.2%	-1

Quoted at random: two entries already listed, in no set order.
Every second line gives: Vif-APOBEC3F blk	Glioma ERSR ind	D1 ag	D2 potentiator	Vif-APOBEC3G blk	RXFP1 antagonist	D1 antagonist	RXFP1 agonist	D1 PAM
COc1cc(NC(=O)COc2cc(O)c3c(c2)OC(C)(C)CC3=O)cc(OC)c1
→ 8%	-2%	4	8	-4%	.	-7	-1.5%	-1
CCOC(=O)c1c(-c2ccc(C)cc2)csc1NC(=O)c1nc(SCC)ncc1Cl
→ 3%	-3%	3	-5	0%	.	0	0.7%	2

Bioassay records as filed in PubChem BioAssay.

An excerpt; the hit share may differ from the screen's.
